D1 antagonist: antagonists of human D1 dopamine receptor; P21728; HEK293 TREx D1 cells, calcium flux, dopamine EC80; hits give low values; activity change, negative = inhibition, % at 10 µM; 3.2% of 360,000 active; AID 504652; in the data active = activity change below about -30%; note: % is set by controls: 0 for no effect and ±100 for the full control effect
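Tetracycline-induced HEK293 Trex D1 cells, force-coupled to calcium, dye-loaded; compounds added and read 180 s, then EC80 dopamine added and calcium flux tracked kinetically another 180 s.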
Vif-APOBEC3F blk: blocks the Vif interaction with APOBEC3F; HeLa A3F-eYFP + Vif (tagged APOBEC3F with the HIV-1 protein that degrades it), YFP fluorescence increase; Potency, µM (top dose mostly 46.1 µM), for the others: top-dose activity, negative = active; 0.2% of 390,000 active; note: potency is the fitted concentration of half-maximal effect; % of control where 0% means no effect; nearly all actives have a fitted effect of over 65% in size
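Fluorescence increase (Ex 488/Em 500-530) after overnight compound treatment at 37 deg C flags inhibition of Vif-driven A3F-eYFP loss in stable HeLa A3F-eYFP/Vif cells seeded overnight beforehand.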
RXFP1 ag: agonists of human relaxin receptor RXFP1; Q9HBX9; HEK293T-RXFP1 cAMP TR-FRET, 30 min; response scale: percent of porcine relaxin response, buffer zero; Potency, µM (doses to about 57.5 µM), for inactives: at the top dose activation, hits mostly activators; 0.3% of 370,000 active; note: potency is the fitted concentration of half-maximal effect; % is set by controls: 0 for no effect and ±100 for the full control effect; nearly all actives have a fitted effect of over 60% in size; many of its hits are not listed in these tables
Target sequence (Q9HBX9 whole entry, looked up): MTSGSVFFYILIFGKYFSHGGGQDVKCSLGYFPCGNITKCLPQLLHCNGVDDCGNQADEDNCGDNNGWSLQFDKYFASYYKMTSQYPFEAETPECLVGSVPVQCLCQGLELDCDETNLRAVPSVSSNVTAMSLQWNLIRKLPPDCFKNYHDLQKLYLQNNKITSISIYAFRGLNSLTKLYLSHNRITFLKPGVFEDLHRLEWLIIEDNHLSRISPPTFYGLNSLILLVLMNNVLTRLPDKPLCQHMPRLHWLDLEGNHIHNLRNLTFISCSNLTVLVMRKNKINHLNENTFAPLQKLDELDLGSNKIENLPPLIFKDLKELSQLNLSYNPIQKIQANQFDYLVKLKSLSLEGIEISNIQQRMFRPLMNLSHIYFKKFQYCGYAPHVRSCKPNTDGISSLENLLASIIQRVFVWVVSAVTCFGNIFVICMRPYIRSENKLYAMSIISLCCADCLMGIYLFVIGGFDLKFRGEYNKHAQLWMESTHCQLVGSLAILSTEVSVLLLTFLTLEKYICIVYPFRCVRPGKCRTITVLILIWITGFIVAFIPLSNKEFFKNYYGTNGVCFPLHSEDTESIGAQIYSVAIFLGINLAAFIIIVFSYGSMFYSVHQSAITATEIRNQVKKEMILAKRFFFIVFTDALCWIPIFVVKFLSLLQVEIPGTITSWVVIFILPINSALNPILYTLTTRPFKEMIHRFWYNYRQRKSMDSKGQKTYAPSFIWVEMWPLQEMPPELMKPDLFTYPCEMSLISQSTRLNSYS
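Agonist response is measured as cAMP accumulation in an RXFP1-transfected HEK293T line under PDE4 inhibition. Values are scaled between buffer-only and 29 nM porcine relaxin, and EC50s come from standard Hill equation fits.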
Glioma ERSR ind: ER stress response induction in glioma | U87-MG GRP78 promoter luciferase reporter, 16 h | 0.02% of 420,000 active | Potency, µM, inactives show at the highest dose activation, actives largely listed as activators | AID 602332; note: potency is the fitted concentration of half-maximal effect; series mostly up to about 76 µM; % of control where 0% means no effect; nearly all actives have a fitted effect of over 35% in size
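Stably transfected U87-MG human glioma cells carrying a GRP78-based luminescent sensor were seeded at 1000 cells/well, pin-dosed with compounds and incubated 16 h. Luciferase reagent was then added, and end-point luminescence was read after 10 min at room temperature.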
D2 potentiator: positive allosteric modulators of human D2 dopamine receptor. HEK293 T-REx D2, calcium flux, EC20 dopamine potentiation. potentiation, % at 10 µM. 0.34% of 340,000 active;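 active = potentiation over 3 SD above the plate norm, cut at about 30% in these data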; note: 0% is about no effect
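Using a no-wash calcium dye in inducible, force-coupled HEK293 Trex cells expressing D2, we tracked fluorescence each second for 180 s after compound, then for 180 s after EC20 dopamine to detect augmented signalling.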
D1 PAM: human D1 dopamine receptor positive modulation; P21728; HEK293 TREx D1 cells, calcium flux, dopamine EC20 potentiation; potentiation, % at 10 µM; 0.036% of 360,000 active; AID 504651; in the data active = potentiation above about 30%; note: 0% is about no effect
D1 ag: activates the human D1 dopamine receptor; HEK293 T-REx D1 cells, calcium flux, agonist mode; activation, % at 2 µM; 1% of 360,000 active; AID 504660; in the data active = activation above about 30%; note: 0% is about no effect
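Tetracycline-induced HEK293 TREx D1 cells, force-coupled to calcium signalling, were dye-loaded with a no-wash calcium kit. Compound was pin-added after a 10 s baseline. Fluorescence was read kinetically at 1 cycle/s for 180 s, with calcium rises flagged as agonism.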
Vif-APOBEC3G blk: Vif-A3G binding inhibition; AID 602310; HeLa A3G-eYFP + Vif (tagged APOBEC3G with the HIV-1 protein that degrades it), YFP fluorescence, overnight; Q9HC16; Potency, µM (doses to about 46.1 µM), for the others: at the top dose activity, negative = active, usual class: inhibitors; 0.076% of 410,000 active;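 note: potency is the fitted concentration of half-maximal effect; % is set by controls: 0 for no effect and ±100 for the full control effect; nearly all actives have a fitted effect of over 60% in size; hits raise eYFP signal because A3G escapes Vif-driven loss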
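Read-out is eYFP fluorescence (Ex 488/Em 500-530) from Vif-expressing HeLa A3G-eYFP cells; more signal means A3G escaped Vif-mediated degradation. Cells plated overnight, compound pinned in, incubated overnight at 37 deg C.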
LDHA inh: LDHA (human) enzyme inhibition. P00338. purified LDHA, NADH/diaphorase-resazurin fluorescence; hits give low values. activity change, % (values are at about 110 or 230 µM). 0.15% of 480,000 active. AID 1347041; in the data active = activity change below about -30%; inconclusive = mostly about -25% to -30%;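 note: plate controls were DMSO wells for no effect and wells without enzyme for full effect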
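LDH5 2 nM; NADH 0.06 mM, pyruvate 0.2 mM; 200 mM Tris pH 7.4, EDTA, Tween-20; 5 min RT. Detection: diaphorase 0.133 mg/mL + resazurin 37 µM, fluorescence ex540/em590 at 0 and 20 min; normalized to enzyme-free and DMSO wells.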
Numbers without * were called inactive; u = inconclusive; x = not tested or not shown. Unless noted, calls come from the whole dose curve; as a rule, active = well fitted curve in the direction sought with a large enough effect; inconclusive = small, poorly fitted or top-dose-only effect, or another doubt; inactive = no such curve, though single readings can be large; an effect the other way counts as inactive or inconclusive.

SMILES	D1 antagonist	Vif-APOBEC3F blk	RXFP1 ag	Glioma ERSR ind	D2 potentiator	D1 PAM	D1 ag	Vif-APOBEC3G blk	LDHA inh
Cc1nnc(C)n1/N=C/c1ccc2c(c1)OCCO2	2	-8%	1.3%	0%	-11	-4	1	0%	0
CCc1nn2c(=O)cc(COC(=O)CNC(=O)COc3ccc(C)cc3)nc2s1	-52*	-6%	3.7%	6%	-10	-10	1	7%	5
Oc1cccc(C(=S)N2CCCCC2)c1	-12	6%	-0.4%	1%	-2	-1	0	-2%	-11
CS(=O)(=O)c1ccc2nc(NC(=O)CCNC(=O)c3ccc(Cl)cc3)sc2c1	-47*	2%	16%	1%	-10	-4	0	-11%	-2
CCN(CC)C(=O)CSC(Nc1cccc(F)c1)=C(C#N)C#N	-5	10µM*	6.1%	0%	19	3	16	13µM*	1
O=C(NCCN1CCCCCC1)c1ccc(CS(=O)(=O)c2ccc(Br)cc2)o1	-15	0%	-1.0%	-5%	11	3	9	1%	1
CC1Cc2cc(S(=O)(=O)NCCc3ccccc3)ccc2N1C(=O)C1CCC1 (centres undefined)	-20	-6%	-0.8%	-2%	6	-2	11	0%	2
CCC1CCc2sc(C(=O)NCC(c3ccc(OC)cc3)N3CCCC3)cc2C1 (centres undefined)	23	1%	0.2%	-7%	x	-1	6	-1%	-2
Cc1coc2cc3oc(=O)c(CCC(=O)N[C@@H](CCCNC(N)=O)C(=O)O)c(C)c3cc12	-10	-5%	5.5%	-4%	12	-2	3	1%	6
CCCn1c2ccc(F)cc2c2nnc(SCCN(CC)CC)nc21	-8	-8%	11%	-4%	-15	7	1	11%	0
COc1ccccc1NC(=O)CC(=O)c1ccccc1	3	14%	-0.7%	0%	-1	7	12	-7%	-4
COc1ccc(C2CC(C(F)(F)F)n3ncc(C(=O)Nc4c(C)n(C)n(-c5ccccc5)c4=O)c3N2)cc1 (centres undefined)	6	0%	0.6%	1%	-5	-4	0	-5%	-1
O=C(O)/C(=C\c1ccc(Cl)c([N+](=O)[O-])c1)c1ccc(S(=O)(=O)N2CCCC2)s1	-11	0%	2.3%	-4%	16	-4	2	-4%	0
Cc1cc2c(Nc3cccc(O)c3)ncnc2s1	16	-7%	1.2%	4%	12	-1	3	0%	2
CC(C)OC(=O)CSc1nc2ncc(Cl)cc2[nH]1	-30*	0%	1.2%	2%	2	-5	2	-1%	0
CCC(NC(=O)CCc1c(C)c2cc3c4c(oc3cc2oc1=O)CCCC4)C(=O)O (centres undefined)	-3	-5%	1.6%	-13%	9	0	2	2%	-2
COc1ccccc1-c1nnc(SCC(=O)Nc2oc(C)c3c(C)n[nH]c(=O)c23)n1C	-7	2%	2.5%	-4%	-11	1	3	0%	9
O=[N+]([O-])c1ccc(O)c(C=NNc2ccc(S(=O)(=O)O)cc2)c1	x	0%	x	-2%	x	x	x	1%	2
O=C1CN(C(=O)c2ccc(F)cc2)c2ccccc2N1	4	-18%	0.2%	-2%	-2	2	1	0%	-4
CC(C)(C)[C@H]1C=C(C(=O)N2CCN(Cc3ccc4c(c3)OCO4)CC2)O[C@@H](OCCCCO)C1	-2	0%	-0.8%	-1%	-2	-3	-4	-1%	-1
Cc1ccc(SCc2[nH]nc3c2C2(C(=O)Nc4ccc(F)cc42)C(C#N)=C(N)O3)cc1 (centres undefined)	-1	4%	-0.2%	-3%	2	-6	2	-10%	-4
CCOc1ccc(N2C(=O)CC(NCC3CCCO3)C2=O)cc1 (centres undefined)	6	2%	-0.4%	-5%	-8	-1	1	1%	-3
Cc1ccccc1-n1c(C)nnc1SCC(=O)N(C)C1CCS(=O)(=O)C1 (centres undefined)	-4	-8%	0.7%	0%	1	6	2	0%	1
O=C(Oc1nsnc1N1CCOCC1)N1CCCC1	x	5%	x	-4%	x	x	x	3%	-4
Clc1ccc(N2CCN(/N=C/c3cccnc3)CC2)cc1	-12	1%	3.0%	1%	-7	-5	6	0%	-7

Single records, as listed above.
CC(C)(C)[C@H]1C=C(C(=O)N2CCN(Cc3ccc4c(c3)OCO4)CC2)O[C@@H](OCCCCO)C1 is listed as D1 antagonist: -2; Vif-APOBEC3F blk: 0%; RXFP1 ag: -0.8%; Glioma ERSR ind: -1%; D2 potentiator: -2; D1 PAM: -3; D1 ag: -4; Vif-APOBEC3G blk: -1%; LDHA inh: -1
Oc1cccc(C(=S)N2CCCCC2)c1 is listed as D1 antagonist: -12; Vif-APOBEC3F blk: 6%; RXFP1 ag: -0.4%; Glioma ERSR ind: 1%; D2 potentiator: -2; D1 PAM: -1; D1 ag: 0; Vif-APOBEC3G blk: -2%; LDHA inh: -11

More records follow.
SMILES	D1 antagonist	Vif-APOBEC3F blk	RXFP1 ag	Glioma ERSR ind	D2 potentiator	D1 PAM	D1 ag	Vif-APOBEC3G blk	LDHA inh
COc1ccc(S(=O)(=O)N(C)CC(=O)NCCN2CCOCC2)cc1	3	4%	-3.9%	0%	11	2	0	1%	-11
O=C1S/C(=C\c2ccc(Cl)cc2)C(=O)N1CCn1cnnn1	-20	-7%	0.6%	3%	38*	0	9	-4%	-1
Cc1ccnc(N2CCCC(C(=O)NC3CC3)C2)n1 (centres undefined)	-11	-1%	3.1%	-2%	x	-8	0	1%	-1
O=C(CN1CCOCC1)Nc1nc2cc([N+](=O)[O-])ccc2s1	-25	-1%	2.3%	-1%	2	-4	2	2%	8
C(=N\c1nc2ccccc2n1Cc1ccccc1)/c1cccs1	-13	1%	0.2%	-3%	-3	-7	6	0%	-10
CN(C)/C=C(\C#N)C(=O)N/N=C(\CC(=O)C(F)(F)F)c1ccco1	-9	-7%	3.5%	-2%	-2	-2	1	-2%	-2
N#CC(Sc1ccccn1)c1ccc(Cl)cc1 (centres undefined)	-14	-6%	-3.0%	2%	0	-3	2	2%	-2
Cc1ccc(/C=C/C(=O)N2CCN(S(=O)(=O)c3cccs3)CC2)o1	-12	1%	-1.9%	7%	-3	3	0	0%	-1
Cc1ccc(/C(N)=N/OC(=O)c2ccco2)cc1	2	-1%	1.6%	-3%	-7	-1	0	-2%	1
CN(CCCS(=O)(=O)[O-])c1ccc(/C=C/c2ccc3ccccc3[n+]2C)cc1	-4	8%	0.6%	-4%	8	0	1	0%	-4
O=C1C(Cl)=C(NCc2cccnc2)C(=O)c2ccccc21	-8	23%	23%	-17%	7	-1	-1	-1%	1
O=Cc1ccc(OC(=O)/C=C/c2ccccc2)cc1	-10	1%	-0.2%	0%	-11	-13	5	0%	-6
Cc1ccc(N2C(=O)C3CCC(C)(C2=O)C3(C)C)cc1 (centres undefined)	6	5%	-1.8%	-4%	0	2	0	0%	-4
CC(CCc1ccccc1)NC(=O)CCCn1ncn2c(cc3occc32)c1=O (centres undefined)	-20	-9%	1.8%	-5%	-1	2	0	0%	-5
CCCCOc1ccc(C(NC(=O)OCC)NC(=O)OCC)cc1	3	5%	0.6%	-2%	6	1	12	-4%	-4
O=C1CN(C(=O)COC(=O)CNC(=O)c2ccc(Cl)cc2)c2ccccc2N1	7	0%	1.1%	-1%	-11	-2	1	-3%	-4
O=C(CSc1ncnc2ccccc12)c1ccco1	15	12%	8.4%	-2%	19	-5	2	0%	-5
NC(=S)N1N=C(c2ccccc2)CC1=O	x	4%	x	-1%	x	x	x	0%	0
COc1ccc(Cl)cc1C(=O)OCC(=O)c1c(N)n(C)c(=O)n(C)c1=O	x	-13%	x	-5%	x	x	x	2%	-4
CCOc1ccccc1N(C)C(=O)Cn1ncc2c([nH]c3ccccc32)c1=O	-14	-3%	-1.2%	-5%	-4	6	5	u	-2
COc1cc(CNc2ncc(-c3ccc(Cl)cc3)n2C)cc(OC)c1OC	-28	-6%	-0.5%	-5%	-11	-11	8	0%	-13
Cc1cc(C)cc(C(=O)OCC(=O)NCc2ccco2)c1	x	-24%	x	-5%	x	x	x	-21%	0
O=C(CC1C(=O)NCCN1C(=O)c1ccccc1)Nc1cc(Cl)ccc1Cl (centres undefined)	-7	0%	0.8%	-5%	-6	0	4	1%	-8
Cc1ccc(Nc2nnc(SCC(=O)Nc3cccc(S(=O)(=O)NC4=NCCCCC4)c3)s2)c(C)c1	1	-1%	2.9%	-7%	2	-4	3	4%	-1
Cc1cc(-c2ccccc2)c(C#N)c(=S)[nH]1	-9	3%	1.1%	0%	8	2	4	-4%	-2
(further entries)
SMILES	D1 antagonist	Vif-APOBEC3F blk	RXFP1 ag	Glioma ERSR ind	D2 potentiator	D1 PAM	D1 ag	Vif-APOBEC3G blk	LDHA inh
C=CC1=CCN(S(=O)C(C)(C)C)[C@@H]1CCO (some centres undefined)	x	-8%	x	-3%	x	x	x	0%	7
CN(C)c1ccc(NC(=O)C(=O)NCCOc2ccccc2)cc1	-8	2%	0.5%	-7%	-11	-6	2	0%	-1
O=C(Nc1ccncc1)c1cc(-c2ccccn2)nc2ccccc12	-11	-20%	29%	-5%	6	-1	-1	-4%	-4
CCOC(=O)C1C(c2ccccc2)N(C)OC1(O)C(F)(F)F (centres undefined)	-4	-10%	-3.8%	-4%	-7	2	5	2%	-9
CCOC(=O)N1CCN(C(=O)CS(=O)(=O)c2cn(Cc3ccccc3C)c3ccccc23)CC1	8	-1%	0.4%	-14%	9	-7	-1	-3%	1
O=C(O)CSc1cc(C(=O)c2ccccc2O)cn2c(=O)c3c4c(sc3nc12)CCCC4	5	7%	-28%	-3%	-9	-9	2	-3%	19
CCOC(=O)C1CCCN1C(=O)c1ccc(OC)c(Br)c1 (centres undefined)	0	3%	0.0%	-1%	3	-3	3	2%	-3
COC(=O)c1ccc(NC(=O)CN(C)S(=O)(=O)c2ccc(OC)c(C)c2)cc1	-10	-3%	-1.2%	0%	x	-5	5	2%	-6
Cc1ccc(S(=O)(=O)N2CCC(C(=O)NCCC3=CCCCC3)CC2)c(C)c1	11	-3%	0.0%	-4%	0	-5	4	5%	-8
COCCN(C(=S)Nc1ccc(C(C)C)cc1)C(C)c1cccs1 (centres undefined)	-5	-13%	1.5%	0%	1	-3	4	-1%	-1
O=C(c1cccc(F)c1)N1CCN(c2ccc([N+](=O)[O-])c(N3CCOCC3)c2)CC1	7	-5%	0.7%	0%	7	-4	-2	4%	4

An excerpt, so the mix of outcomes need not match the whole.
